Bioassay records from PubChem.
NR2E3 ag-1: inhibitors of NR2E3-RetCOR corepressor binding, primary screen, NR2E3 agonist project, biochemical, TR-FRET, GST-NR2E3, biotin-RetCOR. 1536-well. AID 2300, 2010. actives 0.12% (n = 320,000). inhibition of corepressor binding, % at 4.78 µM. Photoreceptor-specific nuclear receptor (Homo sapiens), Q9Y5X4;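 active = percent inhibition above the cutoff of mean plus 3 SD of all tested compounds, set per screening campaign, cut at about 20% in these data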;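 note: 0% = DMSO wells and 100% = biotin wells as full block of FRET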
Target sequence (Q9Y5X4 whole entry, looked up): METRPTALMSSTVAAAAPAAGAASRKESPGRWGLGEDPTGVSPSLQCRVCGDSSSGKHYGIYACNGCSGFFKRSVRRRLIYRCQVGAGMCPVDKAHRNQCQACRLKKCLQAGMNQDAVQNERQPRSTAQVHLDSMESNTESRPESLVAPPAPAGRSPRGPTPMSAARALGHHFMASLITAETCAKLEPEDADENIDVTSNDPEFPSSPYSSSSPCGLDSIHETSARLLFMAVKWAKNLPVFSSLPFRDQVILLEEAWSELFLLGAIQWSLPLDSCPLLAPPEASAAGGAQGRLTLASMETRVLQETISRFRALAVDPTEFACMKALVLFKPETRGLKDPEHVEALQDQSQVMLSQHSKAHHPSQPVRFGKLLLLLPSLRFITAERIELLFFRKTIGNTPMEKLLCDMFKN
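Test system: GST-NR2E3 and biotin-RetCOR proteins | Quantity: 1.35 nM GST-tagged NR2E3 final | Medium: Tris pH 7.5 | Also added: 7 nM biotin-RetCOR | Dosing: Compound at 4.8 µM, single dose | Timing: 5 h at 4 °C | Detection: Time-resolved FRET | Read-out basis: Percent inhibition | Benchmarks: Biotin wells as high control, 0.6% DMSO wells as low control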
TRPM1 prom inh: inhibitors of MITF-dependent TRPM1 promoter reporter, primary screen, cell-based, SK-MEL-5, single point, luciferase | SK-MEL-5 TRPM1 promoter luciferase, 24 h | inhibition, % at 12.5 µM | actives 0.83% (n = 330,000) | AID 488899, 2010;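 active = mean inhibition across replicates of 60% or more, whatever share of single replicates reaches that level; inconclusive = some that reach 60%, reason not given; inactive = mean inhibition across replicates below 60%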; note: values of inactives mirror those of a sister screen read the other way
Peg3 prom inh: Peg3 promoter-driven luciferase inhibitors, primary screen, cell-based, HeLa, luciferase luminescence | HeLa PEG-Prom luciferase reporter, overnight | inhibition, % at 20 µM | actives 1.7% (n = 360,000);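 active = inhibition of at least 50% at 20 µM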
CaV13 ICDI inh: Primary screen for inhibitors of IQ motif and Ca2+-dependent inactivation inhibitor domain binding in CACNA1D, Förster resonance energy transfer in living cells, …. HEK cells, CFP/YFP FRET ICDI-IQ, plate reader, 10 min; percent FRET-ratio fall versus neutral wells. inhibition, % at 12.3 µM. actives 0.098% (n = 340,000). AID 743397;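 active = mean replicate inhibition of at least 30% and at least 1% of replicates passing that level; inconclusive = only one of the two criteria is met; inactive = neither criterion is met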;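 note: 0% = median of the neutral control wells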
PDI turbidity: inhibitors of human PDI, primary screen, biochemical, turbidity, single point, plate reader | Protein disulfide-isomerase (Homo sapiens), P07237 | PDI insulin aggregation turbidity, A650, 90 min | inhibition, % at 10 µM | actives 0.052% (n = 350,000) | AID 588391, 2011;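 active = mean inhibition across replicates of 30% or more, whatever share of single replicates reach that level; inconclusive = mean inhibition below 30% while every single replicate reaches 30%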;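 note: absorbance from insulin aggregation driven by PDI reduction with DTT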
Target sequence (P07237 whole entry, looked up): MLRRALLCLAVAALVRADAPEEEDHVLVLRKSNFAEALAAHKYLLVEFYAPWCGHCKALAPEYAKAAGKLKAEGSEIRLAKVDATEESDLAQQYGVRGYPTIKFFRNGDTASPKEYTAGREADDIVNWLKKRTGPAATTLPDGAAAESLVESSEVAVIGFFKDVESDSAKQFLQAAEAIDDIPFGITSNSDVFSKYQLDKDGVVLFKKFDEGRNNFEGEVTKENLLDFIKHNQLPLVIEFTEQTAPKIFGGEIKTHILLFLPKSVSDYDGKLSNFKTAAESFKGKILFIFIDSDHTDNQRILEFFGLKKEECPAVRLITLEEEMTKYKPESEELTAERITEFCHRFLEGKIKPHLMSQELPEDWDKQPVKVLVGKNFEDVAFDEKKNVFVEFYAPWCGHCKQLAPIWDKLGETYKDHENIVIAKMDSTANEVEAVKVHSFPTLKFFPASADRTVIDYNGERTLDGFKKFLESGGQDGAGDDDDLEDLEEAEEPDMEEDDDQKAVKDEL
HIF-2a inh: HIF-2a reporter inhibitors, primary screen, luminescence, 786-0 RCC cells. 786-0 RCC cells HIF-2a reporter, luciferase luminescence, overnight. inhibition, % at 18.8 µM. actives 0.72% (n = 360,000);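 active = inhibition of the luminescence signal of 40% or more relative to plate controls, in a single-dose primary screen at 18.75 µM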
KKLEB tox: cytotoxicity in KKLEB CF airway cells, primary screen, cytotoxicity control for CF NF-kB inhibitor project, cell-based, uHTS, fluorescence assay plates | activity change (cytotoxicity), % at 5 µM | KKLEB CF airway cells viability, ATPlite luminescence, overnight; hits give low values; cells stimulated with P. aeruginosa culture filtrate | actives 0.36% (n = 360,000) | AID 602141, 2011;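 active = corrected activity change at or below -50% at 5 µM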
CF NFkB inh: inhibitors of PAF-induced NF-kB signaling, primary screen, cell-based, GFP fluorescence, uHTS | KKLEB NF-kB-GFP reporter, GFP fluorescence overnight | inhibition, % at 5 µM | actives 0.86% (n = 360,000) | AID 588850, 2011;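 active = at least 50% inhibition at 5 µM, scaled per plate between neutral and stimulator controls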;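 note: PAF is a Pseudomonas aeruginosa culture filtrate used as stimulus; plate controls were PAF-stimulated DMSO wells for no effect and unstimulated DMSO wells for full effect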
NR2E3 ag-2: NR2E3 agonists in two-hybrid cells, primary screen, cell-based, luminescence, CHO-S, Gal4-NCOR/VP16-NR2E3; Photoreceptor-specific nuclear receptor (Homo sapiens), Q9Y5X4; luciferase; inhibition of corepressor binding, % at 3.98 µM; actives 0.35% (n = 360,000); AID 602229, 2012;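 active = inhibition above the mean of all tested compounds plus 3 SD, cut at about 70% in these data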;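 note: 0% = DMSO with NR2E3 transfected cells and 100% = cells lacking NR2E3 construct; higher means lower luciferase signal from less NR2E3 corepressor binding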
Shn3 3UTR inh: reduction of Shn3 3'UTR firefly luciferase signal, primary screen, Schnurri-3 inhibitor project, cell-based, Clone20 osteoblasts, set 2; AID 588674, 2011; inhibition, % at 12.5 µM; actives 0.52% (n = 360,000); Clone20 osteoblast Shn3 3'UTR firefly luciferase, 24 h;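 active = mean inhibition of at least 75% with every replicate also reaching 75%; inconclusive = mean inhibition at least 75% but some replicate below; inactive = mean inhibition below 75%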;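 note: 0% = median of neutral control wells and 100% = pilot-screen positive control compound; some compounds past the cut are filed as inactive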
Vif inh: HIV Vif self-association inhibitors, primary screen, imaging, HEK293T, single point. AID 602346, 2012. HEK293T cells, Vif self-association by quenched fluorescence, 24 h. actives 0.35% (n = 340,000). inhibition, % at 7.49 µM; in the data active = inhibition above about 50%, passing the limit was not always enough; inconclusive = no clear call, values can overlap the other calls; inactive = below about 31%; note: some results filed as inactive read as strong as hits
Active calls of the source: *; ? = inconclusive; / = not tested or not shown.

Each structure is followed by: NR2E3 ag-1 | TRPM1 prom inh | Peg3 prom inh | CaV13 ICDI inh | PDI turbidity | HIF-2a inh | KKLEB tox | CF NFkB inh | NR2E3 ag-2 | Shn3 3UTR inh | Vif inh
1) Cc1noc(NS(=O)(=O)c2ccc(NC(=O)c3cc(F)c(F)c(F)c3F)cc2)c1C
  / | -3.9 | -0.2 | / | -1.9 | 3.1 | 1.3 | -15.5 | 5.2 | -11.0 | -2.3
2) O=c1oc2cc(OCc3ccc(F)cc3F)ccc2cc1-c1ccccn1
  -4.1 | -68.4 | -85.0 | -3.0 | -5.0 | -121.1 | -7.0 | 4.4 | -27.9 | -47.6 | 2.9
3) CC(C)(C)N1CC(c2nc3ccccc3n2Cc2ccc(F)cc2)CC1=O (configuration not stated)
  -1.1 | -0.7 | 17.2 | -2.4 | 1.9 | 13.7 | 8.7 | -1.0 | -6.2 | -1.2 | -2.3
4) Cc1cccc2nc(CSc3nnc(N)s3)cn12
  -1.6 | 8.6 | -74.0 | -2.7 | 0.1 | -66.3 | 2.8 | 3.7 | 2.2 | -19.1 | -4.0
5) O=C(c1ccc([N+](=O)[O-])cc1)N1CCC(Cc2ccccc2)CC1
  3.4 | 2.6 | 14.8 | -4.6 | 9.1 | 4.6 | 8.1 | -11.0 | -9.1 | 14.3 | 6.2
6) CC1CCN(C(=O)/C(=C\c2ccco2)NC(=O)c2ccccc2)CC1
  -1.9 | -9.4 | 8.0 | -2.5 | -0.8 | 2.3 | -4.9 | -5.6 | -12.8 | 4.7 | 13.3
7) COCc1cc(C)nc(SCC[N+](C)(C)CC(=O)c2ccc(Br)cc2)c1C#N
  0.1 | 10.5 | 9.6 | -6.3 | 4.4 | 6.8 | -1.7 | 2.0 | -0.3 | -10.1 | -2.8
8) Cc1c(Cl)cccc1NC(=S)NCCC(c1ccccc1)c1ccccc1
  -4.3 | 7.0 | 30.8 | / | 9.0 | 26.9 | -2.9 | 7.6 | 8.0 | 8.9 | 3.8
9) Cc1cccc(CN(Nc2ccccc2)c2ccccc2)n1
  / | / | -45.4 | -8.1 | 2.6 | 11.5 | -3.9 | -21.8 | -9.3 | 10.1 | 0.4
10) COc1ccccc1CC(=O)Nc1ccc(S(=O)(=O)N2CCCC2)cc1
  -2.1 | 0.4 | 11.9 | -4.3 | -4.9 | 8.3 | 0.4 | -1.5 | 8.2 | 13.2 | -6.9
11) CC(=O)NCCc1nc2cc(NC(=O)COc3ccc(C)cc3)ccc2n1C
  2.9 | -8.3 | -31.1 | -2.9 | -1.1 | -16.9 | 9.5 | -3.8 | -9.5 | -12.3 | 14.3
12) Cc1cc(C)n(-c2cc(-n3nc(C)cc3C)ncn2)n1
  2.5 | -6.5 | -8.9 | -3.7 | -6.7 | -8.2 | 2.2 | -7.0 | -28.3 | 96.2* | -1.6
13) Cc1ccc(OCCNC(=O)c2cccc(Oc3ccc(C(F)(F)F)cc3[N+](=O)[O-])c2)cc1
  -1.1 | 0.0 | 16.3 | -14.9 | 0.1 | 19.5 | -3.9 | -7.4 | -17.4 | 18.4 | 10.1
14) CCc1ccccc1OCCCCN1CCCCC1
  2.8 | -5.4 | 5.0 | -4.7 | 12.7 | 11.6 | -6.9 | 9.3 | -15.2 | -26.0 | 3.2
15) Cc1ccccc1NC(=O)Cc1nc(CN(C)CC(=O)Nc2cccc(F)c2)cs1
  0.8 | 6.2 | 20.3 | -18.7 | -6.5 | 4.2 | 6.5 | -1.1 | 6.3 | -17.7 | /
16) CCN(CC)C(=O)C1CCCc2c1[nH]c1ccc(Cl)cc21 (configuration not stated)
  4.4 | 8.2 | -11.4 | -6.3 | 1.2 | -80.1 | -2.0 | -8.6 | -10.6 | 8.6 | 6.8
17) O=C(CCc1nc2sc3c(c2c(=O)[nH]1)CCCC3)NCC(=O)Nc1ccccc1Br
  2.5 | 5.8 | 6.5 | -1.2 | 0.7 | 5.4 | 7.2 | 12.0 | 8.6 | 3.6 | -3.0
18) Cc1ccc(NC(C(=O)c2ccccc2)c2ccccc2)cc1 (configuration not stated)
  / | -19.3 | -46.3 | -4.9 | -0.7 | -85.2 | 15.2 | 3.6 | -42.0 | -2.8 | -15.0
19) Nc1[nH]c(N=NC(=O)c2ccccc2O)c2ccccc12
  -4.8 | -13.1 | -218.8 | -2.7 | -9.9 | -134.2 | -19.8 | 16.4 | 3.3 | -78.9 | 5.4
20) CCOC(=O)C1CN(S(=O)(=O)c2ccc(OC)cc2)c2cc(S(=O)(=O)CC)ccc2O1 (configuration not stated)
  -0.1 | -4.9 | 12.4 | -4.9 | -0.1 | 1.0 | -7.2 | -5.8 | 5.9 | -8.6 | -0.3

Results in CaV13 ICDI inh, for 2 of the compounds above:
nr | SMILES | CaV13 ICDI inh
12 | Cc1cc(C)n(-c2cc(-n3nc(C)cc3C)ncn2)n1 | -3.7
6 | CC1CCN(C(=O)/C(=C\c2ccco2)NC(=O)c2ccccc2)CC1 | -2.5

(next part)
Each structure is followed by: NR2E3 ag-1 | TRPM1 prom inh | Peg3 prom inh | CaV13 ICDI inh | PDI turbidity | HIF-2a inh | KKLEB tox | CF NFkB inh | NR2E3 ag-2 | Shn3 3UTR inh | Vif inh
21) O=C(Nc1ccccc1C(F)(F)F)NC1(C(=O)N2CCOCC2)CCCCC1
  / | 8.0 | -116.9 | -16.0 | -0.2 | -220.0 | 10.8 | -4.7 | -71.1 | -20.6 | 13.7
22) CCOC(=O)Nc1ccc(C(=O)Oc2ccccc2)c(O)c1
  2.2 | -50.9 | -169.6 | -7.7 | 0.4 | -219.0 | -13.0 | -2.9 | -9.2 | -32.1 | 0.4
23) CC(C)(C)c1ccc(C(=O)Nc2cnccn2)cc1
  3.4 | -5.3 | -43.7 | -8.4 | 0.0 | -97.4 | -36.8 | 22.4 | -6.7 | 4.3 | 5.6
24) COc1ccc(S(=O)(=O)N2CCc3cc4c(cc3C2C)OCCCO4)cc1 (configuration not stated)
  -0.1 | 8.7 | 19.5 | -7.0 | 5.4 | 7.1 | 2.1 | 15.2 | -8.9 | -9.7 | -5.1
25) O=C(O)C1Nc2c(C(=O)N3CCOCC3)cccc2C2C=CCC12 (configuration not stated)
  18.0 | -2.7 | 5.3 | / | 0.4 | 9.2 | -6.2 | 6.3 | -21.6 | -1.5 | /
26) COc1ccc(CC(=O)c2cc(OC)c(OC)cc2CC(=O)O)cc1OC
  -1.9 | 5.6 | 3.0 | / | 7.8 | 8.9 | 2.7 | -5.7 | -51.6 | -61.4 | -1.5
27) COc1ccccc1NC(=O)NC(=O)N(C(C)C)S(C)(=O)=O
  4.7 | 8.1 | -16.8 | -5.3 | 0.4 | -35.0 | -2.4 | -0.3 | -8.1 | -21.7 | -13.2
28) COc1ccccc1NC(=O)COC(=O)C1C2CC3OC(=O)C1C3C2 (configuration not stated)
  -0.7 | 0.1 | -3.9 | -2.7 | -2.3 | -1.6 | 7.3 | -13.5 | -5.3 | -3.8 | -2.5
29) C1=Nc2c(Nc3ccccc3)ncnc2Oc2ccccc21
  3.9 | -14.3 | -67.4 | -3.4 | 1.1 | -186.6 | -1.6 | 4.4 | -0.1 | -7.9 | -9.5
30) CCC(=O)N1CCc2cc(Br)cc(S(=O)(=O)NCCN3CCCC3)c21
  0.8 | -5.4 | -8.7 | -15.6 | 4.8 | 9.3 | -22.4 | -6.0 | -22.4 | -6.9 | -6.1
31) O=C(Nc1cccc(Cl)c1Cl)c1csc([C@@H]2O[C@H](CO)[C@H](O)[C@H](O)[C@H]2O)n1
  / | / | 8.7 | -9.4 | -5.9 | 6.5 | 18.1 | -17.0 | -26.7 | 7.6 | 3.9
32) Cc1ccc[n+](CC(=O)Nc2ccc([N+](=O)[O-])cc2)c1
  -2.9 | 20.1 | 28.7 | -1.3 | -0.4 | 0.3 | 6.8 | -21.2 | 9.0 | 17.5 | -11.7
33) CN(c1ccccc1)S(=O)(=O)c1cc(C(=O)OCC(=O)N2CCN(C(=O)c3ccco3)CC2)ccc1Cl
  1.8 | 43.1 | 21.2 | -5.5 | -3.4 | 15.4 | 1.7 | 4.6 | 20.3 | ? | -6.8
34) CCCCN(C)CCNC(=O)CN1C(=O)CSc2ccc(S(=O)(=O)N3CCOCC3)cc21
  1.3 | -6.3 | 14.0 | -5.1 | 1.5 | 4.4 | -13.8 | 15.6 | 25.7 | 1.2 | 22.9
35) COc1cc(CC(=O)O)ccc1O
  -0.5 | 1.8 | 4.8 | -4.4 | 1.2 | 1.9 | 12.5 | -6.1 | -4.6 | -18.5 | -5.7
36) CCOC(=O)N1CCC(NC(=O)C2CCCN(c3nc4ccccc4o3)C2)CC1 (configuration not stated)
  0.6 | -2.2 | 3.6 | -4.5 | 16.4 | 12.2 | -13.0 | 1.0 | -2.4 | 1.0 | -1.2
37) Cc1ccc(CCNS(=O)(=O)c2cc3c(cc2Cl)NC(=O)CO3)cc1
  -4.4 | / | 7.9 | -6.0 | / | 2.5 | -6.4 | 9.0 | -20.7 | 7.0 | 3.2
38) CN(Cc1c(C(=O)N/N=C/c2c(F)cccc2Cl)nnn1-c1nonc1N)c1ccccc1
  -3.5 | 4.0 | 15.9 | -2.4 | -0.9 | 11.8 | -1.7 | 6.3 | -1.0 | 11.7 | 16.0
39) OCC(Cc1ccccc1)Nc1c2ccccc2nc2ccccc12 (configuration not stated)
  -3.7 | -28.8 | 4.8 | -2.4 | -5.8 | 10.3 | -12.2 | -103.2 | -0.4 | 16.7 | -3.5
40) C=C(C)CC1N(c2cccc(OC)c2)C(=O)C2C(C(=O)O)C3C=CC21O3 (configuration not stated)
  -2.3 | 2.3 | -5.1 | -1.8 | / | 15.3 | -31.4 | 5.1 | -0.9 | -9.5 | 2.8
41) Cc1cccc(NC(=O)CNC(=O)COC(=O)C2CC2C)c1C (configuration not stated)
  / | 8.9 | -0.6 | -6.1 | -4.2 | 9.2 | 17.3 | -14.7 | 4.5 | -8.3 | 21.4
